12-hLO inh: qHTS Assay for Inhibitors of 12-hLO (12-human lipoxygenase); purified 12-hLO, xylenol orange hydroperoxide absorbance; Potency, µM (doses to about 57.1 µM), inactives show top-dose activity change, negative = inhibition, hits mostly inhibitors; actives 0.12% (n = 150,000); Polyunsaturated fatty acid lipoxygenase ALOX12 (Homo sapiens), P18054; note: potency is the fitted concentration of half-maximal effect; nearly all actives have a fitted effect of over 55% in size; many of its hits are not listed in these tables
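150 nM 12hLO, 25 mM Hepes pH 7.0 + 0.01% Triton X-100; cpd preinc 15 min RT; 40 uM arachidonic acid, 30 min RT; Fe-XO 30 min; A573/A405 ratio as read-out.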
PNC inhibitor: High Content Assay for Compounds that inhibit the Assembly of the Perinucleolar Compartment; PC3M PTB-GFP, PNC prevalence imaging, 16 h; hits give low values; activity change (PNC), negative = inhibition, % at 10 µM; actives 3.1% (n = 140,000); AID 2417, 2010;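 active = readout at or below -70, meaning at least 70% loss of cells showing the perinucleolar compartment, a nuclear body marking cancer cells; inconclusive = readout between -30 and a set limit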;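 note: plate controls were DMSO wells for no effect and camptothecin positive control wells for full effect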
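PC3M cells stably expressing PTB-GFP, 750–1000 cells/well, treated 16 h at 37 °C with compound (23 nl of library stock), in duplicate. After paraformaldehyde fixation and Hoechst stain, imaged at 20x; PNC prevalence scored by image analysis.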
IMPase inh: qHTS Assay for Identifying the Cell-Membrane Permeable IMPase Inhibitors. Inositol monophosphatase 1 (Rattus norvegicus), P97697. CHO-M1 cells, IP1 accumulation, HTRF TR-FRET ratio. inhibition (IP1 accumulation), % at 46.1 µM. 120,000 tested, under 10 active. AID 901, 2007; active = well fitted curve in the direction sought with a large enough effect in the signal ratio, not every such curve was filed as active; inconclusive = small, poorly fitted or top-dose-only effect, or a change in a side signal; inactive = no such curve, though single readings can be large or run the other way; the % refers to the signal ratio;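 note: cells stimulated with carbachol in lithium chloride buffer; plate controls were DMSO basal wells for no effect and reference inhibitor wells for full effect; higher means more IMPase inhibition seen as more IP1 and lower FRET ratio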
Target sequence (P97697 whole entry, looked up): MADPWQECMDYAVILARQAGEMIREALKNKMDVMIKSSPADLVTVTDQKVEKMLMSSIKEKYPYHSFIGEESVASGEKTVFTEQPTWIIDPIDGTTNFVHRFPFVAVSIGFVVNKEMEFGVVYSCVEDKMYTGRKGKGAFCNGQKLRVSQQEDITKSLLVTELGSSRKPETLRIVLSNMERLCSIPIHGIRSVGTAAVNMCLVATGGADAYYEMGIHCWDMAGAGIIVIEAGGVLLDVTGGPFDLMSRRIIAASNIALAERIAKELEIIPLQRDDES
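Measured: the HTRF emission ratio (665/620 nm) plus the 620 nm donor channel, each fitted to the Hill equation to give AC50. Cells were CHO-M1 given compounds up to 46 uM and a 30 min carbachol stimulation at 37C.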
15-hLO-2 inh: qHTS Assay for Inhibitors of 15-hLO-2 (15-human lipoxygenase 2); Potency, µM (highest dose often 57.1 µM), for the others: at the top dose activity change, negative = inhibition, most hits filed as inhibitors; Polyunsaturated fatty acid lipoxygenase ALOX15B (Homo sapiens), O15296; actives 0.56% (n = 110,000); purified 15hLO-2, xylenol orange hydroperoxide absorbance; note: potency is the fitted concentration of half-maximal effect; nearly all actives have a fitted effect of over 60% in size; many of its hits are not listed in these tables
Target sequence (O15296 whole entry, looked up): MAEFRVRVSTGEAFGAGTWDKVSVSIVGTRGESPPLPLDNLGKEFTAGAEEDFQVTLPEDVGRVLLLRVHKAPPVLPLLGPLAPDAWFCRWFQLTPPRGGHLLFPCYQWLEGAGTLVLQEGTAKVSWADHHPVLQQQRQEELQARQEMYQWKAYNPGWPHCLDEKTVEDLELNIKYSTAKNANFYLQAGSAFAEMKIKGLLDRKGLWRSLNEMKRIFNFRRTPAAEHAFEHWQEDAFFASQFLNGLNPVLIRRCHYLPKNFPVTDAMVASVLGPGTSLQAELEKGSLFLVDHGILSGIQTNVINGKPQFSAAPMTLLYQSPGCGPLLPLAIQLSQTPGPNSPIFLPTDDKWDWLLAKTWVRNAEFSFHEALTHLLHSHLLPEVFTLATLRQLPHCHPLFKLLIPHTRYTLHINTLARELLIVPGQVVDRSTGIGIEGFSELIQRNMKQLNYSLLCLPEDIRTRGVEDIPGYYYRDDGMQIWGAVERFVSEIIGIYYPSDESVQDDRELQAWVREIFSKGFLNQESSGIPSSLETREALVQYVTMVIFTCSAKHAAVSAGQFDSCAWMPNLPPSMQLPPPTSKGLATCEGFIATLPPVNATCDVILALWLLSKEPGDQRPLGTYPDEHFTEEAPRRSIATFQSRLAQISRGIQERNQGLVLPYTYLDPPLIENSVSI
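Purified human 15hLO-2 (50 nM) preincubated 15 min with compound, then 45 uM arachidonic acid for 90 min at RT in 25 mM Hepes pH 7.5, 0.01% Triton X-100. Hydroperoxide detected by Fe-xylenol orange; 573/405 nm absorbance ratio.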
Starred values were filed as active, the others as inactive; u = inconclusive; x = not tested or not shown; [ ] = another dose, or the depositor's remark. Unless noted, calls come from the whole dose curve; as a rule, active = well fitted curve in the direction sought with a large enough effect; inconclusive = small, poorly fitted or top-dose-only effect, or another doubt; inactive = no such curve, though single readings can be large; an effect the other way counts as inactive or inconclusive. Unless noted, % is set by controls: 0 for no effect and ±100 for the full control effect. Rows are unselected. Share with any hit: about 3.1%.

Start of the listing, in advance (two entries):
No.	SMILES	12-hLO inh	PNC inhibitor
1	CCN(CC)c1ccc(C=Nc2cc(C)cc(C)c2)c(O)c1	3%	-23
2	CCOc1cc(NC(=O)C2CCCO2)c(OCC)cc1NC(=O)C1CC1 (stereo unspecified)	-2%	31

No.	IMPase inh	15-hLO-2 inh
1	x	x
2	-1	-3%

All compounds of this part, repeating the preview:
No.	SMILES	12-hLO inh	PNC inhibitor
1	CCN(CC)c1ccc(C=Nc2cc(C)cc(C)c2)c(O)c1	3%	-23
2	CCOc1cc(NC(=O)C2CCCO2)c(OCC)cc1NC(=O)C1CC1 (stereo unspecified)	-2%	31
3	CCCc1c(OCCCOc2ccc(OCC(=O)O)cc2)ccc(CC=O)c1O	-6%	x
4	CCc1ccccc1NC(=O)CC(O)(C(=O)OC)C(F)(F)F (stereo unspecified)	1%	-5
5	CCOC(=O)Nc1sc2c(c1C(=O)OCC)CCC2	-3%	13
6	O=C(CSc1nnc(-c2ccc(F)cc2)o1)c1ccc2c(c1)OCCO2	-6%	-21
7	N#Cc1nc(Cc2ccccc2)oc1NCCN1CCOCC1	-5%	-2
8	CCCN(CCC)CCNC(=O)C(NS(=O)(=O)c1ccc2c(c1)CCC(=O)N2)c1ccccc1 (stereo unspecified)	2%	11

No.	IMPase inh	15-hLO-2 inh
1	x	x
2	-1	-3%
3	-7	-20%
4	8	-10%
5	8	7%
6	22	-20%
7	7	5%
8	9	6%

New compounds follow:
No.	SMILES	12-hLO inh	PNC inhibitor
9	CCOC(=O)c1ccc(NC(=O)CSc2nnc(Cn3c(=O)sc4ccccc43)n2C)cc1	5%	3
10	O=C1NC(Cc2c[nH]c3ccccc23)C(=O)N1Cc1cccc2ccccc12 (stereo unspecified)	-4%	-21
11	O=C(Nc1ccccc1)N1CCCC2(CCN(C(=O)c3cccc(F)c3)CC2)C1	5%	x
12	COc1ccccc1-c1c(C)nn2c(N3CCN(Cc4ccccc4)CC3)cc(C)nc12	-6%	u
13	NS(=O)(=O)c1ccc(CCNC(=O)CSc2ccc(Cl)cc2)cc1	-2%	78
14	CCOc1cc(C2NC(=O)NC(C)=C2C(C)=O)cc(Cl)c1OCC(=O)O (stereo unspecified)	3%	11
15	COC(=O)N1CCC2(CC1)CN(c1ccc(-c3ccccc3)cc1)C2	2%	x
16	O=C(/C=C/c1ccccc1Cl)NCc1ccco1	-4%	u

No.	IMPase inh	15-hLO-2 inh
9	5	x
10	10	x
11	x	2%
12	7	29%
13	2	x
14	6	3%
15	x	-7%
16	5	-5%

Other records follow.
No.	SMILES	12-hLO inh	PNC inhibitor
17	CCCCOC(=O)Nc1ccc(S(=O)(=O)Nc2cc(C)nc(C)n2)cc1	-1%	-18
18	CC12CCC(C(=O)Nc3cccc(Cl)c3)(C(Br)C1=O)C2(C)C (stereo unspecified)	-6%	u
19	CC12CCC(c3c(CO)nn(-c4ccccc4)c31)C2(C)C (stereo unspecified)	1%	u
20	CC1CCN(S(=O)(=O)c2cccc(S(=O)(=O)N3CCOCC3)c2)CC1	2%	16
21	CC(=O)NC(CCS(C)(=O)=O)C(=O)Nc1cc(Cl)ccc1Cl (stereo unspecified)	3%	48
22	O=C(c1cnccn1)N1CCC[C@@]2(CCN(c3ncccn3)C2)C1	4%	x
23	O=c1cc(-c2ccccc2)[nH]c2[nH]n(-c3ccccc3)c(=O)c12	-29%	34
24	CCOc1ccccc1/C=N/NC(=O)c1cccc(Cl)c1	-1%	u

No.	IMPase inh	15-hLO-2 inh
17	-3	-3%
18	x	x
19	-4	2%
20	4	-8%
21	-5	x
22	x	0%
23	14	-4%
24	x	x

(cont.)
No.	SMILES	12-hLO inh	PNC inhibitor
25	O=C(NCc1ccco1)C(c1ccccc1)N(Cc1ccccc1)C(=O)Cn1nnc2ccccc21 (stereo unspecified)	-7%	62
26	Nc1ccc(Br)cc1C(=O)O	3%	u
27	CCOc1ccc(C2C(C#N)=C(N)Oc3cc(C)n(CCN4CCOCC4)c(=O)c32)cc1OCC (stereo unspecified)	-2%	29
28	CN(C)c1nc2c(c(=O)n(C)c(=O)n2C)n1Cc1ccccc1	-4%	25
29	CCOc1ccc(Nc2nc(Cl)nc(N3CCN(c4ccc(OC)cc4)CC3)n2)cc1	-5%	u
30	CCc1nc(SCC(=O)Nc2cc(C)on2)n[nH]1	-3%	-26
31	c1cnc2ccc(C(c3nnnn3C3CCCCC3)N3CCCCC3)cc2c1 (stereo unspecified)	-3%	-100*
32	O=C(c1ccco1)N(Cc1cc2ccccc2[nH]c1=O)CC1CCCO1 (stereo unspecified)	3%	u

No.	IMPase inh	15-hLO-2 inh
25	18	x
26	x	x
27	-6	1%
28	5	1%
29	x	x
30	1	9%
31	2	x
32	-2	2%

Continued.
No.	SMILES	12-hLO inh	PNC inhibitor
33	CCCCCC(=O)NC(=S)Nc1ccccc1C(=O)OC	u	-9
34	CC(=O)OC[C@H]1O[C@@H](O/N=C(\C)CCN2CCCCc3nc(C)c(C)cc32)[C@H](OC(C)=O)[C@@H](OC(C)=O)[C@@H]1OC(C)=O	-3%	u
35	Cc1cc(=O)n2nc(N3CCCC(C(=O)N4CCN(c5ccccc5)CC4)C3)sc2n1 (stereo unspecified)	-1%	-117*
36	CC(NC(=O)c1ccccc1Br)c1nnc(SCc2ccc([N+](=O)[O-])cc2)n1C (stereo unspecified)	-7%	18
37	O=C(COc1ccc(C(=O)c2ccccc2)cc1)NCc1ccc(F)cc1	-1%	-81*
38	COCCCNc1nc2ccccc2nc1NS(=O)(=O)c1cccs1	0%	4
39	Cn1c(=O)cc(SCC(=O)NCCCN2CCN(c3ccc(F)cc3)CC2)c2ccccc21	-5%	10
40	N#Cc1c2n(c3c(=O)n(Cc4ccc(Cl)cc4)cnc13)CCCC2	-3%	47

No.	IMPase inh	15-hLO-2 inh
33	13	u
34	x	x
35	7	-2%
36	1	-7%
37	7	x
38	-11	1%
39	2	34%[activator]
40	-1	-12%

(more compounds)
No.	SMILES	12-hLO inh	PNC inhibitor
41	C=CCOC(=O)C1=C(C)NC(SCC(=O)Nc2ccc(C)c(Cl)c2)=C(C#N)C1c1ccco1 (stereo unspecified)	-10%	26
42	Cn1ccc(C(=O)N2CCCc3ccccc32)n1	-2%	-14
43	COc1ccc(Cl)cc1-c1ccc(C(=O)O)o1	0%[0.00818 µM]	x
44	Cc1cc(C)c2[nH]c(=O)c(CN(Cc3ccc4c(c3)OCO4)Cc3nnnn3C3CCCC3)cc2c1	1%	22
45	O=C(NCc1ccc2c(c1)OCO2)C1COc2ccccc2O1 (stereo unspecified)	-4%	-2
46	CC(CC(=O)Nc1cc([N+](=O)[O-])ccc1Cl)c1ccccc1 (stereo unspecified)	-3%	-1
47	Cc1ccc2[nH]c3c(c2c1)CN(C(=O)CN1CCSCC1)CC3	5%	-4
48	COC(=O)CC1COc2ccccc2N1C(=O)c1cccc(Cl)c1 (stereo unspecified)	0%	90

No.	IMPase inh	15-hLO-2 inh
41	0	-9%
42	0	3%
43	x	3%[0.0915 µM]
44	6	27%
45	-6	x
46	-5	-7%
47	2	6%
48	4	4%

Other compounds follow.
No.	SMILES	12-hLO inh	PNC inhibitor
49	COCCNC(=O)C(c1ccc(F)cc1)N(Cc1ccco1)C(=O)CCC(=O)Nc1nccs1 (stereo unspecified)	4%	15
50	CCOC(=O)N1CCC(NC(=O)CSCc2nc(-c3sccc3C)oc2C)CC1	-4%	12
51	O=C1c2ccccc2CN1CCSC(=S)N1CCOCC1	-1%	41
52	O=C(NCCOC(=O)C1COc2ccccc2O1)C1COc2ccccc2O1 (stereo unspecified)	-1%	-17
53	CCOC(=O)c1[nH]c(C)c(/C(O)=C2\C(=O)C(=O)N(CCN(C)C)C2c2ccco2)c1C (stereo unspecified)	-10%	-18
54	O=C(Cn1c(=O)oc2ccccc21)NCc1ccco1	-2%	-18
55	CNC(=O)C1(C)C=CC2(CCCCC2)N1C(=O)OC (stereo unspecified)	-1%	x
56	COc1cc(NC(=O)CS(=O)(=O)c2ccccc2)cc(OC)c1OC	-1%	u

No.	IMPase inh	15-hLO-2 inh
49	-4	4%
50	-3	-3%
51	x	x
52	3	4%[2.29 µM]
53	0	6%
54	1	13%
55	x	6%
56	-10	-4%

Following part:
No.	SMILES	12-hLO inh	PNC inhibitor
57	O=C(COc1cccc(-n2cnnn2)c1)N1CCOCC1	-1%	22
58	CCOc1ccc(/C=C/C(=O)Nc2ccc(OC)cc2[N+](=O)[O-])cc1	3%	80
59	Cc1cc(C)cc(-n2nnnc2SCC(=O)Nc2cccc(NC(=O)c3ccco3)c2)c1	-2%	11
60	COc1cc(/C=N/NC(=S)Nc2cccc(C(=O)O)c2)ccc1O	-9%	-13
61	Cn1c(=O)c2c(nc(N/N=C3\CCCc4ccccc43)n2Cc2ccc(F)cc2)n(C)c1=O	-5%	35
62	NC(=O)CC(NC(=O)OCc1ccccc1)C(=O)O (stereo unspecified)	-5%	-4
63	O=C(OCC#CCSc1nc2ccccc2o1)c1ccco1	-4%	-83*
64	CCC1C=C(c2ccccc2)C=CN=C1N(CC)CC (stereo unspecified)	4%	-9

No.	IMPase inh	15-hLO-2 inh
57	-5	7%
58	1	-21%
59	-8	-23%
60	5	x
61	x	x
62	u	3%
63	-13	6%
64	x	x

Quoted at random: three records from the list
No.	SMILES	12-hLO inh	PNC inhibitor
62	NC(=O)CC(NC(=O)OCc1ccccc1)C(=O)O (stereo unspecified)	-5%	-4
64	CCC1C=C(c2ccccc2)C=CN=C1N(CC)CC (stereo unspecified)	4%	-9
63	O=C(OCC#CCSc1nc2ccccc2o1)c1ccco1	-4%	-83*

No.	IMPase inh	15-hLO-2 inh
62	u	3%
64	x	x
63	-13	6%

Further structures
No.	SMILES	12-hLO inh	PNC inhibitor
65	N#Cc1c(-c2cccs2)cc(-c2cccnc2)nc1N	-8%	u
66	CN(C(=S)Nc1ccccc1)c1ccccc1	1%	48
67	Cc1ccc(-n2ncc(C#N)c2/N=C/N2CCOCC2)cc1	0%	u
68	CN(C)/C=C1\C(=O)N(c2ccc(Cl)cc2)CS1(=O)=O	-6%	u
69	CC(/C=N/NC(=O)CSc1ccccn1)=C\c1ccc(C(C)C)cc1	4%	6
70	Cc1cc(C)c(S(C)(=O)=O)c(Oc2ccccc2C)n1	-4%	59
71	O=C(CSc1nc(Nc2ccccc2)nc(N2CCOCC2)n1)Nc1ccc([N+](=O)[O-])cc1	2%	u
72	O=C(O)CN1C(=O)Nc2ccc(Br)cc2C1c1ccccc1 (stereo unspecified)	5%	-29
73	COc1cccc(NC(=O)COC(=O)c2c(-c3ccccc3)noc2C)c1	-5%	u
74	CSC1=N/C(=C\C=C\c2cccs2)C(=O)S1	-14%	u
75	O=C(c1cnccn1)N1CCC[C@@]2(CCN(Cc3nccs3)C2)C1	3%	x

No.	IMPase inh	15-hLO-2 inh
65	-2	-1%
66	x	x
67	6	-4%
68	10	0%
69	x	x
70	9	3%
71	15	21%
72	5	-4%
73	6	9%
74	1	u
75	x	3%

Screens from PubChem.
